APOBEC3G inh – APOBEC3G DNA deaminase inhibitors, primary screen, biochemical, fluorescence, single-stranded DNA substrate, uHTS; 330,000 tested, 0.28% active; recombinant A3G, ssDNA deamination FAM/TAMRA fluorescence; inhibition, % at 20 µM;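 active = inhibition of at least 40% at 20 µM, with no more than 30% in the related APOBEC3A deaminase screen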;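 also: plate controls were DMSO wells with A3G for no effect and wells lacking A3G enzyme for full effect; some compounds called inactive have numbers as strong as hits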
Target sequence (Q9HC16 whole entry, looked up): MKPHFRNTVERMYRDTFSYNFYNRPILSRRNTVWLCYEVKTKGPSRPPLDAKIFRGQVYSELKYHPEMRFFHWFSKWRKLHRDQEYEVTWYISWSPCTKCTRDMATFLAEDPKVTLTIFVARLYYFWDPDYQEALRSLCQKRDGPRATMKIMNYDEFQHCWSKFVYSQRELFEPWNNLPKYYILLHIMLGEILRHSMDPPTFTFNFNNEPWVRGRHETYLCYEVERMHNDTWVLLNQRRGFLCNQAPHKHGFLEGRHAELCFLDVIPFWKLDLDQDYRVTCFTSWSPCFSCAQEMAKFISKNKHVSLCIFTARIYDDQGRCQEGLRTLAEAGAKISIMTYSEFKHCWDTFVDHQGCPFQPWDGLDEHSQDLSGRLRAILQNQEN
SENP7 block – SENP7 protease inhibitors, primary screen, biochemical, luminescence, uHTS; Sentrin-specific protease 7 (Homo sapiens), Q9BQF6; recombinant SENP7, Z-RLRGG-aminoluciferin luminescence, 40 min; inhibition, % at 5 µM; 330,000 tested, 1.5% active;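 active = inhibition above about 50% at the single test dose, limit read from the data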;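 also: plate controls were DMSO with enzyme for no effect and no enzyme buffer wells for full effect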
SENP6 block – SENP6 protease inhibitors, primary screen, biochemical, luminescence, uHTS | AID 2599, 2010 | Sentrin-specific protease 6 (Homo sapiens), Q9GZR1 | 330,000 tested, 1.8% active | inhibition, % at 10 µM | Recombinant SENP6 catalytic domain, aminoluciferin luminescence;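 active = inhibition above about 50% at the single tested dose, limit read from the data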;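 also: plate controls were DMSO wells with enzyme for no effect and DMSO wells lacking enzyme for full effect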
SENP1 inh – human SENP1 catalytic domain inhibitors, primary screen, biochemical, FRET, uHTS; 360,000 tested, 0.21% active; Sentrin-specific protease 1 (Homo sapiens), Q9P0U3; inhibition, % at 10 µM; recombinant SENP1 catalytic domain, CyPet-SUMO1-YPet FRET cleavage;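 active = inhibition at least 30% at 10 µM, raw YFP signal under a set limit, fluorescence ratio 0.5 to 1.5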;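 also: 0% = enzyme with DMSO and 100% = no enzyme wells; some results filed as inactive read as strong as hits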
Target sequence (Q9P0U3 419-644 limits assumed): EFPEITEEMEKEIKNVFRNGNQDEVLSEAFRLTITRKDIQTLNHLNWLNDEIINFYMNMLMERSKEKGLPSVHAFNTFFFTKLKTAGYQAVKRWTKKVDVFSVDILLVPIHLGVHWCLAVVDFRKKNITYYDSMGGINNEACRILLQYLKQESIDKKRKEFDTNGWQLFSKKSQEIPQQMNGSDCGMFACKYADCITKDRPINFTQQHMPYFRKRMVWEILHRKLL
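Material: hSENP1 catalytic domain, recombinant; medium: Tris pH 8 with BME, BSA, NP40 and catalase; compound: single concentration of 10 µM compound, 0.5% DMSO final; technique: FRET read of cyan and yellow fluorescence; timing: 50 min enzyme reaction, room temperature, light-protected; reagent: SFCypet-SUMO1-SFYpet substrate at 25 nM; control set: no-enzyme low, enzyme-DMSO high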
SENP8 block-1 – SENP8 protease inhibitors, primary screen, biochemical, luminescence. AID 2540, 2010. Sentrin-specific protease 8 (Homo sapiens), Q96LD8. 330,000 tested, 1.2% active. purified SENP8, Z-RLRGG-aminoluciferin cleavage. inhibition, % at 10 µM; in the data active = inhibition above about 50%
Target sequence (Q96LD8 whole entry, looked up): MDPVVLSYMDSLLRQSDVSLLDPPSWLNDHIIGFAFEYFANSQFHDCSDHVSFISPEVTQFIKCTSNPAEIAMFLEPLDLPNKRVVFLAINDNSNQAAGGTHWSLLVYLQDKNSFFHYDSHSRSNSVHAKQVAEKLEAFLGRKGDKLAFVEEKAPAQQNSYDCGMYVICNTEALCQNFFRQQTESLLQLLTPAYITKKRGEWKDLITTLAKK
Apaf-1 inh – inhibitors of human Apaf-1 apoptosome, primary screen, biochemical, DEVD-Rh110 fluorescence, uHTS. 330,000 tested, 0.71% active. inhibition, % at 20 µM. reconstituted apoptosome caspase-3 activity; active = inhibition of at least 40% at 20 µM;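 also: plate controls were DMSO wells for no effect and DEVD-CHO caspase inhibitor wells for full effect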
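detection = Rh110 fluorescence intensity | test system = biochemical Apaf-1 apoptosome reconstitution | also added = cytochrome c and DEVD-Rh110 substrate | schedule = 30 min plus 50 min, RT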
SENP8 block-2 – human SENP8 protease inhibitors, primary screen, biochemical, fluorescence, Nedd8 protein substrate, uHTS | 360,000 tested, 0.64% active | inhibition, % at 20 µM | recombinant SENP8 | AID 602440, 2012 | Sentrin-specific protease 8 (Homo sapiens), Q96LD8; in the data active = inhibition mostly above about 40%, no sharp cut-off; inactive = mostly below about 27%
UBC13 inh – UBC13 polyubiquitin chain formation inhibitors, primary screen, biochemical, TR-FRET, uHTS. 330,000 tested, 0.47% active. AID 485273, 2010. inhibition, % at 20 µM. Ubiquitin-conjugating enzyme E2 N (Homo sapiens), P61088; in the data active = inhibition above about 45%, passing the limit was not always enough
Target sequence (P61088 whole entry, looked up): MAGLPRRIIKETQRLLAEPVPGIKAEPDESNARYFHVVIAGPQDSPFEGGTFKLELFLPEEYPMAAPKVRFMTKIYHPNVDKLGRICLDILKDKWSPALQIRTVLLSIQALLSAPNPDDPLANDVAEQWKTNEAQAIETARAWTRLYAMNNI
Numbers without * were called inactive; / = no result given. No enrichment for hits. About 3.6% of those tested had a hit in this group.

SMILES	APOBEC3G inh	SENP7 block	SENP6 block	SENP1 inh	SENP8 block-1	Apaf-1 inh	SENP8 block-2	UBC13 inh
CC1CCC(NS(=O)(=O)c2ccc3c(c2)CC(=O)N3)CC1 (stereo unspecified)	1	5	7	0	3	5	17	-7
CCCCC1=CC2=CC(=O)C(C)(OC(=O)c3cnc4ccccc4n3)C(=O)C2=CO1 (stereo unspecified)	-13	-10	-4	/	-10	3	/	-75
Cc1cccc(NC(=O)c2ccc(C3SCC(=O)N3CCc3ccccc3)cc2)c1 (stereo unspecified)	-2	-2	-5	3	-3	14	11	0
CC1Cc2ccccc2N1S(=O)(=O)c1cnc[nH]1 (stereo unspecified)	-5	3	-7	1	0	-2	23	2
O=C(O)c1cccc(-c2ccc(/C=N/NC(=O)C3COc4ccccc4O3)o2)c1 (stereo unspecified)	5	0	4	-6	1	10	-182	-7
c1ccc(CNc2ccc(CNc3ncn[nH]3)cc2)cc1	-2	4	18	0	-1	-1	21	7
O=S(=O)(Cc1ccccc1Cl)N1CCCCC1	-2	-4	-4	1	3	9	18	-6
Cc1ccc(NC(=O)CCNS(=O)(=O)c2ccc3[nH]c(=O)oc3c2)cc1	0	-1	16	4	-2	-12	11	2
O=C(NCCCN1CCCCCC1)c1ccc2c(Cl)c3c(nc2c1)CCCC3	-2	2	20	-10	4	26	11	29
S=c1[nH]nc(-c2cc(-c3ccccc3)n[nH]2)n1/N=C/c1c2ccccc2cc2ccccc12	43*	-10	-4	-33	-10	9	-46	-1
CCOC(=O)c1ccc(N2C(=O)CC(Sc3ncccn3)C2=O)cc1 (stereo unspecified)	-7	5	-6	5	5	-4	6	7
CSc1nc(C)c(CCOC(=O)c2cccc(C)c2)c(=O)[nH]1	2	0	-8	-1	0	6	33	8
CCOC(=O)N1CCC(c2cc(=O)n3[nH]c(C)c(-c4ccc(F)cc4)c3n2)CC1	-13	-8	-18	0	-13	15	-426	-24
O=C(N/N=C/c1cccc(O)c1)c1cc(C2CC2)nc2ccccc12	-6	9	-34	2	-7	5	-10	6
CC(=O)Nc1cccc(NS(=O)(=O)c2cccc3nsnc23)c1	-7	4	1	2	0	0	10	-2
CC1CCCCN1C(=O)C(=O)c1cn(CC(=O)N2CCCCCC2)c2ccccc12 (stereo unspecified)	-8	3	-6	-2	-9	16	-19	-11
NC(=O)C1CCN(C(=O)CSc2ncccn2)CC1	-4	5	-13	0	-10	-6	1	4
C=CCNc1nnc(SC2CC(=O)N(c3ccc(OCCC)cc3)C2=O)s1 (stereo unspecified)	32	2	-8	2	-2	8	16	8
O=C(CN1CCN(c2ccc(Cl)cc2)CC1)c1ccccc1	-3	-3	0	-2	-1	5	7	-2
COCCCNC(=O)c1ccc(CS(=O)(=O)c2ccccc2OC)o1	-7	8	-12	0	4	-5	13	8
CC(=O)Nc1ccc(NC(=S)NC(=O)c2oc3ccccc3c2C)cc1	-3	4	13	2	8	0	16	-6
Cc1csc2ncnc(NCCc3ccccn3)c12	-8	-1	-6	-1	-9	-20	8	5
CCOC(=O)C1=C(C)Nc2ccc(C)cc2S1	-6	-6	-19	2	-7	12	38	-8
CCOC(=O)C1Nc2ccc(C(F)(F)F)cc2C2c3ccccc3CC12 (stereo unspecified)	5	8	-9	0	-3	29	-96	23
COCCCNc1nc(-c2ccc(Cl)cc2)nc2ccccc12	11	1	7	-2	-1	21	-33	3

The final 2 compounds of the section before come first, to join the parts:
SMILES	APOBEC3G inh	SENP7 block	SENP6 block	SENP1 inh	SENP8 block-1	Apaf-1 inh	SENP8 block-2	UBC13 inh
CCOC(=O)C1Nc2ccc(C(F)(F)F)cc2C2c3ccccc3CC12 (stereo unspecified)	5	8	-9	0	-3	29	-96	23
COCCCNc1nc(-c2ccc(Cl)cc2)nc2ccccc12	11	1	7	-2	-1	21	-33	3
CCC(=O)Nc1nc(CC(=O)Nc2ccccc2)cs1	-5	5	18	-3	4	3	24	6
c1ccc(-c2cnc(SCCN3CCOCC3)n2CC2CCCO2)cc1 (stereo unspecified)	1	8	0	1	3	5	11	-6
Cc1cc(C)c(NC(=O)CSc2nc3ncc(Cl)cc3[nH]2)c(C)c1	-5	14	-22	0	-8	-6	-16	-10
CCN(CC)CCCn1c2c(c(SCC(=O)Nc3ccc(OC(F)(F)F)cc3)nc1=O)CCC2	-5	-6	0	1	-2	11	3	12
O=C(NCc1ccc(Cl)cc1)c1cnn2ccccc12	-6	-7	-20	2	-7	1	-197	10
CCOC(=O)c1ccc2ncc(C(=O)OCC)c(NCc3ccco3)c2c1	-2	7	6	-6	-5	17	-438	7
CNC(=O)COC(=O)c1c2c(nc3ccccc13)CCC2	5	4	-13	2	0	-3	-34	-8
CC(C)CN(CC(C)C)C(=O)Nc1ccccc1F	-2	-3	-26	0	-7	-8	0	-19
COc1ccc(NC(=O)Nc2sc(NS(=O)(=O)c3ccccc3)nc2C)cc1	-7	8	6	-1	4	-1	-7	0
CCOC(=O)c1ccc(NC(=O)CC2COc3ccccc3O2)cc1 (stereo unspecified)	-3	-1	-9	2	-4	8	19	3
Cc1cccc(NC(=O)c2cc(S(=O)(=O)N3CCc4ccccc43)cn2C)c1	-4	-1	17	1	11	-5	3	-7
COc1ccc2cc(CN(Cc3ccco3)C(c3nnnn3C3CCCCC3)C(C)C)c(=O)[nH]c2c1 (stereo unspecified)	1	-4	-8	-25	7	19	-237	-13
O=C(NCc1cccnc1)C(=O)Nc1ccc2c(c1)OCO2	-3	6	18	0	6	-9	27	5
O=C(Nc1nnc(-c2ccco2)o1)c1ccc(N2C(=O)CCC2=O)cc1	0	9	13	-3	0	-7	-2	-6
CCN(CC)c1ccc(/C=N/N2CCN(Cc3ccc(C)cc3)CC2)c(O)c1	-4	4	0	-13	-4	11	6	11
COc1ccccc1Cn1c(=O)c2ccccc2n2c(Sc3ncnc4sccc34)nnc12	-1	3	26	-1	14	23	1	0
COC(OC)c1ccnc(-c2ccc(OC(=O)c3ccc(F)cc3)cc2)n1	-10	5	-11	2	-1	9	8	3
CCOC(=O)c1c(C2CC2)csc1NC(=O)COC(=O)c1cc(OC)c(OC)cc1[N+](=O)[O-]	-4	7	-3	0	3	-5	3	-6
Cc1cc(C)n2nc(SCc3ccccc3F)nc2n1	-9	-5	-3	0	1	-3	13	6
COC(C[C@@H]1O[C@@H]1[C@@H](O)[C@@H](C)OCc1ccccc1)OC	-4	11	-10	4	-5	2	17	-1
CCOCCCNC(=S)N1CCC(NC(=O)c2ccco2)CC1	-4	-3	-16	2	2	-5	26	4
Cc1c(NC(=S)Nc2ccccc2C(F)(F)F)cccc1[N+](=O)[O-]	-4	-1	1	0	-6	0	11	0
CCn1cc([N+](=O)[O-])c(C(=O)Nc2nc(-c3ccc(C)c(C)c3)c(C)s2)n1	-4	-5	2	3	-2	-13	23	2
COc1ccc(OCC(=O)N2CCN(S(=O)(=O)c3ccc(Cl)cc3)CC2)cc1	-6	0	-19	3	-7	2	8	5
COc1cccc(CNC(=O)C2CCN(c3ncnc4c3nc3n4CCCCC3)CC2)c1	-4	-5	3	1	0	4	18	28

Complete entries, looked up by structure. Order of values: APOBEC3G inh, SENP7 block, SENP6 block, SENP1 inh, SENP8 block-1, Apaf-1 inh, SENP8 block-2, UBC13 inh
O=C(Nc1nnc(-c2ccco2)o1)c1ccc(N2C(=O)CCC2=O)cc1 as listed: 0, 9, 13, -3, 0, -7, -2, -6
c1ccc(-c2cnc(SCCN3CCOCC3)n2CC2CCCO2)cc1 (stereo unspecified) as listed: 1, 8, 0, 1, 3, 5, 11, -6

Not a retest: entries from further up.
SMILES	APOBEC3G inh	SENP7 block	SENP6 block	SENP1 inh	SENP8 block-1	Apaf-1 inh	SENP8 block-2	UBC13 inh
CCOCCCNC(=S)N1CCC(NC(=O)c2ccco2)CC1	-4	-3	-16	2	2	-5	26	4
Cc1c(NC(=S)Nc2ccccc2C(F)(F)F)cccc1[N+](=O)[O-]	-4	-1	1	0	-6	0	11	0

New compounds follow.
SMILES	APOBEC3G inh	SENP7 block	SENP6 block	SENP1 inh	SENP8 block-1	Apaf-1 inh	SENP8 block-2	UBC13 inh
CSc1nc(C)c2cc(C)oc2n1	3	-1	2	4	2	3	20	-5
COCCN1C(=O)C(=O)/C(=C(/O)c2ccc(S(=O)(=O)N3CCOCC3)cc2)C1c1cccc(OC)c1 (stereo unspecified)	-1	11	0	1	-6	-2	3	-11
CCOc1ccc(OCc2ccc(C(=O)NN)o2)cc1	9	-3	-5	0	-3	-1	-1	1
CCOC(=O)C1(Cc2ccccc2C(F)(F)F)CCN(C2CCC2)CC1	-7	-7	-34	2	-6	8	11	4
O=C(O)/C=C/c1cnc2ccccc2n1	-7	7	7	-19	-7	-7	-52	5
COc1ccc(C(=O)N[C@H](C(=O)Nc2nc3ccccc3[nH]2)C(C)C)cc1	-9	5	-21	-1	5	-14	7	0
O=[N+]([O-])c1cccc(C(=Nc2cccc(Cl)c2)NO)c1	3	3	-6	2	5	15	41*	-1
CCOc1ccccc1-n1cnc(C#N)c1N	-1	9	-21	1	0	-5	9	2
COc1ccc(NC(=O)C2CC3CCC2C3)c(OC)c1 (stereo unspecified)	-10	3	-7	2	3	-11	23	-3
N#Cc1cnc(NN)nc1	-1	-10	-17	1	-2	5	21	-11
COC(=O)CCC(=O)Nc1c(C)n(C)n(-c2ccccc2)c1=O	-5	-10	-6	0	-1	3	1	-1
COc1cccc(C(=O)NC(=S)N2CCN(c3ccc(C(F)(F)F)cc3[N+](=O)[O-])CC2)c1	-2	3	-16	2	-6	-6	1	5
CC(NC(=O)CCCc1nnc2n(C)c(=O)c3sccc3n12)c1ccccc1 (stereo unspecified)	2	-20	-8	0	-6	-12	16	-13
CCNc1nc(Cl)nc(N(NC(C)=O)C(C)C)n1	3	-9	-25	0	-11	-4	4	-3
O=C(COc1ccccc1Cl)NCCCNC(=O)c1ccncc1	-5	-5	15	-1	2	0	1	0
O=S(=O)(c1ccccc1)N1CCNCC1	-11	-6	-9	2	10	-17	6	1
CCN(CC)CCCNC(=O)c1ccc(OCC(=O)Nc2ccccc2C(F)(F)F)c(OC)c1	-4	3	-16	-1	10	-4	14	5
COc1cccc(OC)c1C(=O)NCCOc1cc(C)cc(C)c1	-2	-9	3	-1	-9	5	20	3
Clc1ccc2ncc(-c3nnnn3-c3ccccc3)c(-c3ccccc3)c2c1	-4	-3	-8	3	-11	33	18	-2
CCC(=O)Nc1cccc(-c2csc(-c3ccccc3)n2)c1	-3	5	5	-2	-6	6	16	8
CCN1C(=O)[C@H]2[C@H]3CN=C(SCC(=O)c4ccccc4)N3[C@@](C)(C(=O)OC)[C@H]2C1=O	-2	-3	/	-1	/	5	12	/
CN1CCC(=O)N([C@H](CN=[N+]=[N-])Cc2ccccc2)CC1	-2	-2	-6	-4	3	-1	-34	2
Cc1ccc(OCC(=O)NCCNC(=O)c2cnccn2)cc1C	-4	-3	-3	1	-3	-6	9	-1
O=C(/C=C/c1ccc2c(c1)OCO2)c1ccc[nH]1	-8	78*	77*	-38	59*	1	-422	19
O=C1Cc2ccccc2C(c2ccc(Br)cc2)N1 (stereo unspecified)	-2	-10	-5	0	-8	-28	10	-7
Nc1ccccc1Sc1nc2ccccc2[nH]1	57*	23	61*	1	57*	-1	-6	-14
CNC(=S)NNC(=O)c1ccccc1Cl	-13	7	-26	0	-3	-7	22	6
CC(CCc1ccccc1)NC(=O)c1ccc(NC(=O)c2cccc(Br)c2)cc1 (stereo unspecified)	-7	-5	-10	-1	-14	5	16	3

Screening data from PubChem BioAssay.
